# CXXC DNA block: MLL CXXC-DNA interaction inhibition. Q03164. Potency, µM (titrated, usually from 115 µM), for the others: at the highest dose activity change, negative = inhibition, most hits filed as inhibitors. MLL-CXXC / FITC-HOXA9 DNA fluorescence polarization. AID 2662. hit rate 0.037% among 290,000; active = well fitted inhibition curve with a large enough effect in the polarisation, with a control signal flat, not every such curve was filed as active; inconclusive = small, poorly fitted or top-dose-only effect, or effect the other way, or a change in a side signal; inactive = no such curve, though single readings can be large or run the other way; the % refers to the polarisation; note: potency is the fitted concentration of half-maximal effect
#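 Purified MLL-CXXC (added from a 7 uM solution) was preincubated 5 min at ambient with pinned compounds in 50 mM Tris-HCl pH 7.5, 50 mM NaCl, 1 mM DTT, 0.05% BSA. Fluorescein-labeled HOX-A9 DNA (50 nM solution) followed, 30 min, then polarization read.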
# KCNH2 WT inh: inhibitors of human wildtype KCNH2 potassium channel | U2OS, BacMam KCNH2, thallium flux FluxOr; active compounds read low | activity change, % at 1.84 µM | hit rate 0.37% among 340,000 | Q12809;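 active = maximum activity change below -70%; inconclusive = maximum activity change between -70% and -50%; inactive = maximum activity change above -50%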; note: % is set by controls: 0 for no effect and ±100 for the full control effect
# Target sequence (Q12809 whole entry, looked up): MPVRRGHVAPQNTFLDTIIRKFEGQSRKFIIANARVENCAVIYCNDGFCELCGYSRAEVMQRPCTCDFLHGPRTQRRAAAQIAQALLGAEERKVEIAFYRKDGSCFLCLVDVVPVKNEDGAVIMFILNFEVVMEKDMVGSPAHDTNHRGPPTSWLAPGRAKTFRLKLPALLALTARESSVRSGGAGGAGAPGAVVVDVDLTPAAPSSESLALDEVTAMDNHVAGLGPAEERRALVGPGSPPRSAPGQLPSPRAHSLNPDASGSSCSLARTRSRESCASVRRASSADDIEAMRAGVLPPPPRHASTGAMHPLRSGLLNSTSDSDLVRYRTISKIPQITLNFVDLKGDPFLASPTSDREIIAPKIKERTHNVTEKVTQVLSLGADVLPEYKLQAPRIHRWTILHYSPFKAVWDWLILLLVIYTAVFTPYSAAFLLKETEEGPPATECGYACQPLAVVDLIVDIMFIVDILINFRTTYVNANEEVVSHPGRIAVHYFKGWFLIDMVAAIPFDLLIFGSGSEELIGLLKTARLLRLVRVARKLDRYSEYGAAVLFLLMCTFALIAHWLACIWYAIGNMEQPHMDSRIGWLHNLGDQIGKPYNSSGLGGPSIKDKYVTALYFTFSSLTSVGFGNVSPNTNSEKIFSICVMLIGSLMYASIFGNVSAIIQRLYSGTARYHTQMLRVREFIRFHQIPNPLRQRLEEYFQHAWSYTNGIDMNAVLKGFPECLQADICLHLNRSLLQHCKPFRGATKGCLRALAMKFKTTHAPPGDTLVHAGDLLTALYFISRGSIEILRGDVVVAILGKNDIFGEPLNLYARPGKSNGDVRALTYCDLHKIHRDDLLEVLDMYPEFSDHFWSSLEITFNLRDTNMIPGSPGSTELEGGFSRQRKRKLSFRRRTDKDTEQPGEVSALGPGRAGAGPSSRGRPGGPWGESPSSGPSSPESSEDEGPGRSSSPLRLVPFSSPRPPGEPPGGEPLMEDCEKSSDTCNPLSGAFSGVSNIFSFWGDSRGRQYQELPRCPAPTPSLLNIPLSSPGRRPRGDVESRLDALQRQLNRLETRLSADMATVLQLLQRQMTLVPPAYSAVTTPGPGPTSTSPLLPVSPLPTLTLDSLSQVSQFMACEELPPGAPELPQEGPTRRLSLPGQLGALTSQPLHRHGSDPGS
#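 U2OS cells transduced with wild-type KCNH2 virus are loaded with FluxOr dye for 45 min, and thallium flux is measured in kinetic reads before and after stimulation buffer. Rate constants are normalized to DMSO controls.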
# AT treatment: candidate therapy for ataxia-telangiectasia. […] A-T fibroblasts, KAP-1 phosphorylation AlphaLISA; neocarzinostatin DNA damage 30 min before lysis. Potency, µM (titrated, usually from 57.5 µM), inactives show at the top dose activation, actives largely listed as activators. hit rate 0.19% among 320,000; note: potency is the fitted concentration of half-maximal effect; % of control where 0% means no effect; nearly all actives have a fitted effect of over 45% in size
#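 hTERT-immortalized A-T patient fibroblasts ([…]), 500 cells/well in OPTI-MEM, 1% FBS, got compounds for 60 min, then NCS for 30 min at 37C. Lysates were then assayed for phospho-KAP-1 by AlphaLISA (anti-pKAP1 donor, anti-KAP1 acceptor beads), 6 hr at 25C.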
# TRPV1 ag: human TRPV1 agonism; Q8NER1; TRPV1-expressing cells, Fluo-8 calcium influx, agonist mode; activation, % at 8.33 µM; hit rate 0.19% among 320,000; in the data active = activation above about 80%; inconclusive = between about 30% and that limit; note: 0% is about no effect
#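 Cells expressing TRPV1 were dye-loaded with Fluo-8 and read kinetically: 10 s baseline, 3 min after compound (agonist portion), then 2 min after EC20 capsaicin (allosteric enhancer portion). Calcium-bound dye fluorescence at 480/520 nm.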
# GALK inh: galactokinase (human) inhibition; Purified GALK, Kinase-Glo residual ATP luminescence; Potency, µM (highest dose often 57.5 µM), for the others: at the highest dose activity change, negative = inhibition, actives largely listed as inhibitors; hit rate 0.007% among 270,000; AID 1868; note: potency is the fitted concentration of half-maximal effect; % is set by controls: 0 for no effect and ±100 for the full control effect
#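 Galactose (100 uM) and ATP (35 uM) were turned over by 5 nM GALK for 1 h at RT. Kinase-Glo Plus then converted the remaining ATP into a luminescent signal.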
# Integrin act MD: activates integrin-mediated alleviation for muscular dystrophy; Potency, µM (highest dose often 38.3 µM), for inactives: top-dose activation, actives largely listed as activators; alpha7betagal myoblasts, beta-gal FDG fluorescence, 48 h; hit rate 0.064% among 350,000;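 note: potency is the fitted concentration of half-maximal effect; 100% = response of the positive control SU9516; nearly all actives have a fitted effect of over 60% in size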
#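 Alpha7betagal+/- myoblasts (passage 13) were plated 16-24 hr, then exposed to compounds (1:260 dilution of DMSO stock) for 48 hours at 37C. After MPER lysis, β-galactosidase reporter activity was read as FDG fluorescence (ex 480/em 540) after 30 minutes.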
# ASM inhibitor: human S-ASM enzyme inhibition | Potency, µM (titrated, usually from 57.5 µM), inactives show at the highest dose activity change, negative = inhibition, usual class: inhibitors | hit rate 0.006% among 340,000 | placental ASM, HMU-PC fluorogenic substrate, 60 min | P17405; note: potency is the fitted concentration of half-maximal effect
#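 HMU-PC0 cleavage (9 uM final) by human placental ASM, 60 min at 37 °C following 10 min compound exposure at RT; stopped at pH 10, fluorescence Ex 386/Em 447 nm.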
# KCNH2 3.1 inh: blocks the human KCNH2 3.1 channel isoform; U2OS KCNH2 3.1, thallium flux FluxOr; active compounds read low; activity change, % (tested at about 1.8 µM); hit rate 0.95% among 340,000; AID 720553;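 active = maximum activity change below -70%; inconclusive = maximum activity change from -70% to -50%; inactive = maximum activity change above -50%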;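 note: thallium influx rate constant from kinetic fluorescence after stimulation buffer; % is set by controls: 0 for no effect and ±100 for the full control effect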
#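 FluxOr-based Tl+ influx in U2OS cells transduced with KCNH2 3.1 virus; rate constants normalized to DMSO controls.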
# Coupling enz: inhibits coupling enzyme system, counter-screen for aldolase hits | coupling enzyme system counterscreen, AmpLite Red fluorescence | activity change, negative = inhibition, % at 58.2 µM, hits read low | hit rate 0.67% among 290,000; in the data active = activity change below about -30%; note: % is set by controls: 0 for no effect and ±100 for the full control effect
#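 Fluorescence at 525 nm excitation and 598 nm emission measured inhibition of the coupled detection system without aldolase. Compounds (at 57.5 uM final) were preincubated 10 min at room temperature with coupling enzyme reagent before a 20 min substrate/AmpLite Red step.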
# MBNL1-CUG inh: blocks human MBNL1 binding to CUG repeat RNA. Potency, µM (titrated, usually from 57.5 µM), for inactives: top-dose activity change, negative = inhibition, most hits filed as inhibitors. AID 2675. hit rate 0.036% among 280,000. Q9NR56. TR-FRET MBNL1-His/biotin-(CUG)12 binding, 665/545 ratio; active = well fitted inhibition curve with a large enough effect in the signal ratio, with a control signal flat, not every such curve was filed as active; inconclusive = small, poorly fitted or top-dose-only effect, or effect the other way, or a change in a side signal; inactive = no such curve, though single readings can be large or run the other way; the % refers to the signal ratio; note: potency is the fitted concentration of half-maximal effect; % is set by controls: 0 for no effect and ±100 for the full control effect
#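 Compound titration spanned 92 nM–58 uM against the MBNL1-His/biotin-(CUG)12 complex. After 60 min at room temperature with 5 nM streptavidin-XL665 and 0.055 ng/ul terbium anti-His, ratiometric 665/545 nm emission (Ex 340 nm) normalized to controls.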
# An asterisk follows results filed as active; ? = inconclusive; / = no result given; [ ] = another dose, or the depositor's remark. Unless noted, calls come from the whole dose curve; as a rule, active = well fitted curve in the direction sought with a large enough effect; inconclusive = small, poorly fitted or top-dose-only effect, or another doubt; inactive = no such curve, though single readings can be large; an effect the other way counts as inactive or inconclusive.
SMILES,CXXC DNA block,KCNH2 WT inh,AT treatment,TRPV1 ag,GALK inh,Integrin act MD,ASM inhibitor,KCNH2 3.1 inh,Coupling enz,MBNL1-CUG inh
COc1ccc(C2(C(=O)O)CCCC2)cc1,-4.8%,-6.9,-1.3%,-3.6,-1.0%,-26.9%,0.9%,1.3,1.5,-3.8%
O=C(NCc1ccccc1)C1CCN(S(=O)(=O)c2cccc3cccnc23)CC1,3.6%,-7.1,1.1%,-3.2,-2.4%,-11.6%,-2.5%,-16.4,2.5,-0.6%
CC(NC(=O)Cn1c(NCCO)nc2ccccc21)c1ccccc1 (configuration not stated),3.0%,1.0,2.7%,-3.7,-0.3%,-15.9%[1.53 µM],1.3%,/,-1.2,-0.8%
COc1ccc(/C=C/C(=O)c2ccc(C)c([N+](=O)[O-])c2)cc1O,-4.4%,4.6,14.4%,14.2,0.7%,-48.5%[inhibitor],-4.4%,-5.9,-0.4,18.0%
CN(N=Nc1cccc([N+](=O)[O-])c1)c1cccc([N+](=O)[O-])c1,2.6%,12.7,-3.4%,0.9,-1.6%,16.6%,-4.3%,0.4,0.3,-2.7%
O=C1OCCC1Sc1ncnc2sccc12 (configuration not stated),7.8%,-0.2,-0.7%,-0.4,-4.8%,-9.4%,-0.4%,-4.2,-1.2,0.3%
O=C(OCCN1C(=O)c2ccccc2C1=O)C1CCN(S(=O)(=O)c2cccs2)CC1,8.2%,10.7,10.4%,-1.7,1.2%,-37.3%[7.66 µM],-2.7%,-23.1,3.7,5.2%
COc1ccc(-c2nnc(SCc3nnc(-c4ccccc4)o3)n2C)cc1OC,0.4%,1.5,6.3%,-1.4,-4.3%,-17.0%,-3.4%,1.2,-2.4,-6.1%
COC(=O)c1cc(S(=O)(=O)NCc2cccc(Br)c2)c[nH]1,-1.2%,-0.1,2.5%,1.1,-2.6%,-22.1%,-2.2%,-11.1,1.3,1.1%
COc1ccc(C(=O)N/N=C/c2ccc(OC)c(CN3CCN(c4ccc(F)cc4)CC3)c2)cc1,23.4%,-168.0*,0.1%,1.5,2.0%,24.7%,3.8%,-109.8*,1.7,/
Cc1oc(-c2ccccc2Cl)nc1CN(Cc1ccccn1)C[C@@H]1CCC(=O)N1,-11.9%,9.7,-1.5%[11.5 µM],1.8,2.6%,-8.9%,2.9%,11.1,-0.3,2.5%
COc1ccccc1NC(=O)Cn1c(=O)oc2cc(S(=O)(=O)N3CCCC3)ccc21,-1.7%,1.3,-0.5%,-1.0,/,-14.1%,-2.7%,19.5,-0.1,9.2%
CC(NC(=O)CN(c1ccc(Cl)cc1)S(C)(=O)=O)c1ccccc1 (configuration not stated),0.2%,9.5,-4.7%,3.2,3.3%,2.3%,2.0%,20.4,1.0,-6.5%
CC(C)CNc1c(N)c(=O)oc2ccccc12,2.3%,-0.9,7.7%,-2.7,-4.3%,?,2.4%,-23.4,1.8,10.5%
CN1CCN(/N=C/c2ccc(OCc3ccccc3)cc2)CC1,-3.2%,2.8,6.8%,3.0,1.8%,7.4%,0.2%,-0.4,3.2,8.0%

# Next section, starting with the last 4 of the part before.
SMILES,CXXC DNA block,KCNH2 WT inh,AT treatment,TRPV1 ag,GALK inh,Integrin act MD,ASM inhibitor,KCNH2 3.1 inh,Coupling enz,MBNL1-CUG inh
COc1ccccc1NC(=O)Cn1c(=O)oc2cc(S(=O)(=O)N3CCCC3)ccc21,-1.7%,1.3,-0.5%,-1.0,/,-14.1%,-2.7%,19.5,-0.1,9.2%
CC(NC(=O)CN(c1ccc(Cl)cc1)S(C)(=O)=O)c1ccccc1 (configuration not stated),0.2%,9.5,-4.7%,3.2,3.3%,2.3%,2.0%,20.4,1.0,-6.5%
CC(C)CNc1c(N)c(=O)oc2ccccc12,2.3%,-0.9,7.7%,-2.7,-4.3%,?,2.4%,-23.4,1.8,10.5%
CN1CCN(/N=C/c2ccc(OCc3ccccc3)cc2)CC1,-3.2%,2.8,6.8%,3.0,1.8%,7.4%,0.2%,-0.4,3.2,8.0%
CSCCC(NC(=O)c1ccccc1)C(=O)NCc1ccco1 (configuration not stated),0.6%,7.6,1.0%,-0.9,0.9%,6.5%,2.5%,10.3,0.7,-1.4%
O=C(CSc1nc(-c2ccc(F)cc2)cs1)NC(=O)NCc1ccco1,-2.9%,-12.2,22.3%,3.3,0.1%,11.6%,-0.9%,0.4,-0.4,11.1%
CC(C)C(CCNCc1ccccn1)c1ccc(Cl)cc1 (configuration not stated),2.4%,39.6,-17.1%,7.6,/,-19.9%,1.2%,-21.5,2.1,-1.3%
CCc1c(C)nc2cc(-c3ccccc3)[nH]n2c1=O,-8.5%,-2.3,-0.1%,1.7,0.2%,-17.4%,8.7%,-3.8,0.3,-3.7%
Cc1cc(C(=O)CSc2nnc(-c3ccc4c(c3)OCO4)o2)c(C)n1-c1ccc(F)cc1,7.3%,-2.3,1.7%,-2.7,0.2%,9.3%,-0.1%,6.8,-8.2,-13.5%
CC(=O)Nc1ccc(S(=O)(=O)NCC2CCC(C(=O)NC(C)c3ccc4c(c3)OCCO4)CC2)cc1 (configuration not stated),19.3%,/,-1.8%,0.4,-0.8%,/,/,/,1.9,-13.5%
COc1ccc(CNC(=O)c2cc3c(=O)n4ccccc4nc3n(CC3CCCO3)c2=N)cc1 (configuration not stated),8.7%,-4.3,-2.9%,1.8,-2.4%,-19.5%[7.66 µM],225.2%[activator],-44.9,4.2,?
COc1c(F)c(F)cc2c(=O)c(C(=O)O)cn(C3CC3)c12,-3.6%,-10.9,4.5%,-1.3,4.1%,-0.5%,4.2%,9.5,-0.3,-6.0%
Cc1cccc(N2C(=O)CN=C2Nc2nc(C)cc(C)n2)c1,1.8%,-2.6,3.1%,-0.6,-0.4%,-2.1%,1.9%,12.0,1.6,-4.0%
CCCCOc1ccc(/C(O)=C2/C(=O)C(=O)N(CCCOC)C2c2ccncc2)cc1 (configuration not stated),0.3%,-0.9,3.7%,-4.2,0.1%,-3.0%,-0.5%,-8.1,11.4,2.5%
COc1cc(CNCCc2ccc(S(N)(=O)=O)cc2)ccc1OCc1ccc(Cl)cc1,-4.9%,-31.2,-11.4%,3.9,2.9%,-65.1%[inhibitor],-10.0%,-108.5*,-0.3,-6.7%
Cc1cccn2c(=O)nc(SCC(=O)Nc3ccc4c(c3)OCO4)nc12,/,16.7,5.8%,-2.7,/,1.0%,7.2%,2.6,/,/
CCN(C(=O)CSc1nnnn1-c1cc(C)ccc1OC)C1CCS(=O)(=O)C1 (configuration not stated),-9.1%,-6.2,2.6%,-0.1,8.2%,-3.7%,0.1%,1.8,0.1,-11.8%
CCCC1C(=O)Nc2ccccc2N1C(=O)c1cccc(C)c1 (configuration not stated),3.9%,10.4,0.0%,?,1.0%,-9.9%,2.6%,-12.5,-4.8,12.7%
CNc1cc(CSc2ccc(Cl)cc2)nc(C)n1,4.8%,14.3,2.6%,10.8,11.2%,-2.3%,6.3%,-4.4,2.2,-8.4%
COc1ccc(C2C(C(=O)N3CCCC3)c3cc(OC)c(OC)cc3C(=O)N2C)cc1 (configuration not stated),-2.8%,0.9,7.5%,2.1,-3.4%,3.6%,5.5%,7.1,0.7,-9.6%
Cc1ccc(-n2[nH]c(C)c(C=Nc3ccc4[nH]c(=O)[nH]c4c3)c2=O)cc1C,?,-5.0,-7.4%,-0.9,-0.6%,4.4%,-27.5%,-11.1,0.3,19.7%
O=C(CN1CCN(Cc2ccccc2F)C1=O)NCCc1ccc(Cl)cc1,1.7%,-2.8,1.8%,5.2,-0.5%,-8.4%,5.6%,-11.8,1.1,-1.6%
O=C(Nc1ccc(Oc2ccsc2C(=O)O)cc1)c1ccccc1,-4.1%,-4.0,50.0%,-3.3,2.6%,43.8%,/,-20.0,9.9,-16.4%
CCCNC(=S)Nc1ccc2nc(-c3ccccn3)c(-c3ccccn3)nc2c1,0.0%,5.1,2.1%,0.7,-2.0%,-1.4%,29.4%,11.3,-53.9*,?
Cc1sc(NC(=O)c2ccccc2)c(C(c2ccc(Cl)cc2)N2CCN(CCO)CC2)c1C (configuration not stated),-6.9%,37.1,0.3%,-6.7,0.1%,-44.2%,-1.4%,-2.8,5.6,/

# High-throughput results as filed in PubChem.
